Source: PubChem
DAX1 inh-1 – inhibits human nuclear receptor DAX1 | hit rate 0.99% among 340,000 | inhibition, % at 6.75 µM | AID 504766 | HEK293 Gal4-DAX1 luciferase reporter, luminescence | P51843;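 active = inhibition above the mean over all tested compounds plus 3 SD, cut at about 4.2% in these data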;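 also: 0% = DAX1-transfected cells with DMSO and 100% = empty-vector control cells with DMSO; inhibition shows as a rise in luminescence from relieved DAX1 repression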
Target sequence (P51843 207-470 limits assumed): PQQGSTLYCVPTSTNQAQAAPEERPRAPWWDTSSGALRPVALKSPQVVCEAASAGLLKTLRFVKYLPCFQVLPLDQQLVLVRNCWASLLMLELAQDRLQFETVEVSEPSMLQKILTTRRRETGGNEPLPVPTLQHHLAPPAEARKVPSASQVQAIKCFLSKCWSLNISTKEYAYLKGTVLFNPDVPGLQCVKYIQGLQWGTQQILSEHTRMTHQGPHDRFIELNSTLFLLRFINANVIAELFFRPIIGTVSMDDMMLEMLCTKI
ssDAF-12 act – S. stercoralis DAF-12 activation, primary screen; AID 652126; HEK293 ssDAF-12/GRIP1 lit1-tk-luc reporter, luminescence; % of 3 µM dafachronic acid response; hit rate 1% among 370,000; activation, % at 6.8 µM;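 active = activation above the mean over all tested compounds plus 3 SD, cut at about 0.9% in these data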;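 also: 0% = DMSO-only wells and 100% = 3 µM delta7-dafachronic acid wells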
FXN GAA850 act – increases GAA850 frataxin promoter reporter activity. activation, % at 6 µM. HEK293 lucGAA850 FXN promoter luciferase reporter, 24 h; percent of 10 µM SAHA response. hit rate 0.56% among 360,000;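 active = activation above the average of all compounds screened plus 3 SD, cutoff fixed separately per campaign, cut at about 7.5% in these data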;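 also: 0% = DMSO wells and 100% = 10 µM SAHA wells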
DAX1 inh-2 – blocks DAX1 repression of SF-1 activated StAR promoter; HEK293T StAR-luciferase reporter, SF-1/DAX-1 repression relief; inhibition, % at 6.8 µM; hit rate 1.1% among 370,000; AID 652010;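 active = inhibition above the mean over all tested compounds plus 3 SD, cut at about 3.6% in these data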;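 also: 0% = DAX-1 cells with DMSO and 100% = cells lacking DAX-1 with DMSO; higher inhibition means more luminescence from relief of DAX-1 repression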
hcDAF12 agonist – activators of H. contortus DAF-12 nuclear receptor; activation, % at 6.8 µM; HEK293 hcDAF-12 lit1-tk-luc reporter, luminescence; 0% DMSO, 100% Δ7-dafachronic acid; hit rate 1.4% among 370,000; AID 652067;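 active = activation above the mean of all tested compounds plus 3 SD, cut at about 5.5% in these data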;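 also: 100% = response to 3 µM Δ7-dafachronic acid high control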
PLCg1 inh – blocks human PLC-gamma1 enzyme activity. purified PLC-gamma1, fluorogenic substrate, fluorescence. hit rate 0.84% among 370,000. inhibition, % at 12.2 µM. AID 720700. P19174; in the data active = inhibition above about 9.5%
PLCb3 inh – inhibitors of human phospholipase C beta3. Purified PLC-beta3, fluorogenic substrate, fluorescence. inhibition, % at 12.2 µM. hit rate 0.18% among 370,000. AID 720704; in the data active = inhibition above about 11%;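 also: 0% = median of compound wells on plate and 100% = full blocker control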
ADAM17 inh – inhibitors of human ADAM17; recombinant ADAM17, EDANS/DABCYL FRET peptide cleavage; inhibition, % at 6.95 µM; hit rate 0.83% among 370,000; AID 720648;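 active = inhibition above the mean of compounds lying between control limits plus 3 SD, set per campaign, cut at about 8.5% in these data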;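 also: 0% = DMSO-only wells as the low control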
hgDAF-12 ag – agonists of H. glycines DAF-12 nuclear receptor; HEK293 GAL4-hgDAF12 UAS-luciferase reporter, agonist luminescence; normalized to butyrate control; activation, % at 6.8 µM; hit rate 1.8% among 370,000;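 active = activation above a cutoff set at the mean of all screened compounds plus 3 SD, cut at about 10% in these data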;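 also: 0% = DMSO wells and 100% = sodium butyrate wells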
HGIII-sPLA2 inh – Inhibits HGIII-sPLA2 liposome hydrolysis, primary screen | inhibition, % at 12.2 µM | AID 743126 | QFRET BODIPY PC-A2 liposome hydrolysis, fluorescence | Q9NZ20 | hit rate 0.56% among 370,000;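 active = inhibition above mean plus 3 SD of compounds lying within the high and low control bounds, cut at about 19% in these data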;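 also: 0% = median of test compound wells and 100% = no enzyme DMSO wells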
ADAM10 inh – ADAM10 inhibition, QFRET primary screen | inhibition, % at 7 µM | O14672 | hit rate 0.62% among 370,000 | recombinant ADAM10, EDANS/DABCYL FRET peptide cleavage, 3 h;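 active = inhibition above a per-campaign cutoff equal to the mean of compounds falling between control-based bounds plus 3 SD, cut at about 20% in these data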;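 also: 0% = DMSO wells while the 100% control is not disclosed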
Target sequence (O14672 214-748 limits assumed): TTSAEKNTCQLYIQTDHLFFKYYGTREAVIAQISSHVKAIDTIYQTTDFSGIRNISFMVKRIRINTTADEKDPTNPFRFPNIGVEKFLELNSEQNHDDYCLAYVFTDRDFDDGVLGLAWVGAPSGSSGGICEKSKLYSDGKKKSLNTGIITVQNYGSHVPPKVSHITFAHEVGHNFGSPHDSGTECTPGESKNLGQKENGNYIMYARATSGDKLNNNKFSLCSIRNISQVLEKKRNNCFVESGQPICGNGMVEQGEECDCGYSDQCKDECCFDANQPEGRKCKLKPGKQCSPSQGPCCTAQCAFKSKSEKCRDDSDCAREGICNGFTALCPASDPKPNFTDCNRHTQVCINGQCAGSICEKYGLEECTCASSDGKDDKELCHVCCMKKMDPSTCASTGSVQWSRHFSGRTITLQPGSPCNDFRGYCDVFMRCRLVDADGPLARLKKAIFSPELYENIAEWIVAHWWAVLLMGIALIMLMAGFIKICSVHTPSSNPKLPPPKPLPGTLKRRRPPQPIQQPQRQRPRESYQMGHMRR
* hit, by the source's call.

Results for CCc1nc2cc3sc(CC)nc3cc2s1 ?
DAX1 inh-1: -0.1; ssDAF-12 act: -0.1; FXN GAA850 act: 7.1; DAX1 inh-2: 2.3; hcDAF12 agonist: 1.9; PLCg1 inh: -2; PLCb3 inh: -9; ADAM17 inh: -3; hgDAF-12 ag: 16*; HGIII-sPLA2 inh: 4; ADAM10 inh: -8

What do the screens show for `CN(C1CCCCC1)S(=O)(=O)c1ccc(=S)[nH]c1`?
DAX1 inh-1: 0.1; ssDAF-12 act: -1.4; FXN GAA850 act: 0.4; DAX1 inh-2: 1.0; hcDAF12 agonist: -1.3; PLCg1 inh: -2; PLCb3 inh: -2; ADAM17 inh: 0; hgDAF-12 ag: 0.7; HGIII-sPLA2 inh: 1; ADAM10 inh: -3

How did CCN1C(=O)[C@H]2[C@@H](c3ccc(-c4ccc5c(c4)OCO5)c(OC)c3)N[C@@](C)(C(=O)OC)[C@H]2C1=O do in these assays?
DAX1 inh-1: -1.0; ssDAF-12 act: -1.3; FXN GAA850 act: 0.1; DAX1 inh-2: 0.5; hcDAF12 agonist: -1.4; PLCg1 inh: -76; PLCb3 inh: -124; ADAM17 inh: -9; hgDAF-12 ag: 0.9; HGIII-sPLA2 inh: -9; ADAM10 inh: -29

What do the screens show for `CC1(C)Cc2cccc(C(=O)NC3CCN(Cc4ccccc4)CC3)c2O1`?
DAX1 inh-1: -0.9; ssDAF-12 act: -1.9; FXN GAA850 act: 0.4; DAX1 inh-2: 0.7; hcDAF12 agonist: -1.7; PLCg1 inh: -1; PLCb3 inh: -5; ADAM17 inh: -1; hgDAF-12 ag: -2.3; HGIII-sPLA2 inh: -3; ADAM10 inh: 2

Results for O=c1cc2ncc(-c3[nH]ncc3[N+](=O)[O-])cn2[nH]1 ?
DAX1 inh-1: -0.7; ssDAF-12 act: -1.3; FXN GAA850 act: 0.1; DAX1 inh-2: -0.1; hcDAF12 agonist: 0.7; PLCg1 inh: 2; PLCb3 inh: -1; ADAM17 inh: -1; hgDAF-12 ag: 0.6; HGIII-sPLA2 inh: -37; ADAM10 inh: -2

How did CCc1nn(CC(=O)NCCCN2CCOCC2)c(=O)c2cc3cc(F)ccc3n12 do in these assays?
DAX1 inh-1: 0.0; ssDAF-12 act: -1.0; FXN GAA850 act: 1.5; DAX1 inh-2: -0.2; hcDAF12 agonist: -1.7; PLCg1 inh: 1; PLCb3 inh: -29; ADAM17 inh: -21; hgDAF-12 ag: 2.9; HGIII-sPLA2 inh: -2; ADAM10 inh: -85

What do the screens show for `Cc1nnc2sc(SCC(=O)N3CCC(C)CC3)nn2c1=O`?
DAX1 inh-1: 0.9; ssDAF-12 act: -1.3; FXN GAA850 act: 2.1; DAX1 inh-2: -0.3; hcDAF12 agonist: 0.3; PLCg1 inh: 0; PLCb3 inh: -2; ADAM17 inh: -6; hgDAF-12 ag: 3.0; HGIII-sPLA2 inh: 7; ADAM10 inh: 0

How did C[C@@H]1CCC2[C@](C)(CO)[C@@H](O)CC[C@]2(C)[C@@]12CC[C@@](CO)(CC(=O)O)O2 (some centres not stated) do in these assays?
DAX1 inh-1: -1.1; ssDAF-12 act: -0.4; FXN GAA850 act: 0.3; DAX1 inh-2: 0.2; hcDAF12 agonist: 0.7; PLCg1 inh: 2; PLCb3 inh: -3; ADAM17 inh: -7; hgDAF-12 ag: -1.0; HGIII-sPLA2 inh: 12; ADAM10 inh: -6

Results for COC(=O)c1ccc(CSc2nnc(Nc3ccc(OC)cc3)s2)o1 ?
DAX1 inh-1: -0.7; ssDAF-12 act: -1.1; FXN GAA850 act: 3.5; DAX1 inh-2: -0.7; hcDAF12 agonist: -1.7; PLCg1 inh: -2; PLCb3 inh: -1; ADAM17 inh: -1; hgDAF-12 ag: 4.7; HGIII-sPLA2 inh: -6; ADAM10 inh: 0

How did O=C(NCc1ccccc1)C(c1ccco1)N1CCN(C(=O)C2CCCO2)CC1 (configuration not stated) do in these assays?
ssDAF-12 act: -0.4; DAX1 inh-2: 0.9; hcDAF12 agonist: 0.9; PLCg1 inh: 2; PLCb3 inh: 4; ADAM17 inh: -7; hgDAF-12 ag: 2.2; HGIII-sPLA2 inh: 0; ADAM10 inh: -13

Results for CCN(Cc1ccccc1)C(=O)COC(=O)c1cnc(C)cn1 ?
DAX1 inh-1: 1.5; ssDAF-12 act: -2.2; FXN GAA850 act: 0.3; DAX1 inh-2: 0.5; hcDAF12 agonist: -1.9; PLCg1 inh: 1; PLCb3 inh: -6; ADAM17 inh: -2; hgDAF-12 ag: 3.7; HGIII-sPLA2 inh: 2; ADAM10 inh: -3

How did CCN(CC)CCCN(C(=O)c1ccccc1F)c1nc(-c2ccc(OC)cc2)cs1 do in these assays?
DAX1 inh-1: 0.4; ssDAF-12 act: -2.1; FXN GAA850 act: -1.0; DAX1 inh-2: 0.4; hcDAF12 agonist: -1.3; PLCg1 inh: 0; PLCb3 inh: -6; ADAM17 inh: 1; hgDAF-12 ag: 1.3; HGIII-sPLA2 inh: -8; ADAM10 inh: -3

What do the screens show for `Cc1ccc(S(=O)(=O)N2CCCC2)cc1C(=O)Nc1ccc(-n2cnnn2)cc1`?
DAX1 inh-1: -1.1; ssDAF-12 act: -1.3; FXN GAA850 act: 0.2; DAX1 inh-2: -1.1; hcDAF12 agonist: -1.5; PLCg1 inh: -1; PLCb3 inh: -1; ADAM17 inh: -5; hgDAF-12 ag: -2.9; HGIII-sPLA2 inh: -4; ADAM10 inh: 5

Results for CC(C)C(NCC(=O)Nc1ccccc1C(=O)NC1CC1)c1ccccc1 (configuration not stated) ?
DAX1 inh-1: 1.5; ssDAF-12 act: -1.4; FXN GAA850 act: -0.6; DAX1 inh-2: -1.3; hcDAF12 agonist: -1.4; PLCg1 inh: -1; PLCb3 inh: -1; ADAM17 inh: -2; hgDAF-12 ag: 0.2; HGIII-sPLA2 inh: -2; ADAM10 inh: -8

What do the screens show for `CCOc1ncccc1C(=O)Nc1ccc(F)c(Cl)c1`?
DAX1 inh-1: 3.6; ssDAF-12 act: -1.3; FXN GAA850 act: -0.6; DAX1 inh-2: -0.1; hcDAF12 agonist: -1.1; PLCg1 inh: 4; PLCb3 inh: 3; ADAM17 inh: -4; hgDAF-12 ag: -2.4; HGIII-sPLA2 inh: 6; ADAM10 inh: 0

Results for O=C(CN(Cc1ccco1)C(=O)Cn1nnc(-c2cccs2)n1)NCc1ccccc1 ?
DAX1 inh-1: -1.2; ssDAF-12 act: -0.9; FXN GAA850 act: 0.5; DAX1 inh-2: 0.1; hcDAF12 agonist: -2.2; PLCg1 inh: 3; PLCb3 inh: 0; ADAM17 inh: 4; hgDAF-12 ag: -3.4; HGIII-sPLA2 inh: -6; ADAM10 inh: 0

What do the screens show for `O=C(NCCC1=CCCCC1)c1ccc(-n2cncn2)cc1`?
DAX1 inh-1: 0.5; ssDAF-12 act: -0.6; FXN GAA850 act: 1.7; DAX1 inh-2: 3.1; hcDAF12 agonist: 2.3; PLCg1 inh: 1; PLCb3 inh: -4; ADAM17 inh: 0; hgDAF-12 ag: 12*; HGIII-sPLA2 inh: 3; ADAM10 inh: 3

How did O=C(NC1CCCCCC1)C1c2ccccc2C(=O)N1Cc1ccco1 (configuration not stated) do in these assays?
DAX1 inh-1: 0.5; ssDAF-12 act: -0.4; FXN GAA850 act: -1.1; DAX1 inh-2: -0.6; hcDAF12 agonist: 1.5; PLCg1 inh: -2; PLCb3 inh: 2; ADAM17 inh: -6; hgDAF-12 ag: 2.3; HGIII-sPLA2 inh: -5; ADAM10 inh: -11

What do the screens show for `CC(C(=O)Nc1ccc(F)cc1Cl)N(C)CCOc1ccccc1` (configuration not stated)?
DAX1 inh-1: -0.2; ssDAF-12 act: -1.5; FXN GAA850 act: 1.0; DAX1 inh-2: -0.6; hcDAF12 agonist: -0.3; PLCg1 inh: 0; PLCb3 inh: -4; ADAM17 inh: -1; hgDAF-12 ag: -2.2; HGIII-sPLA2 inh: -2; ADAM10 inh: 4

Results for O=C(Cc1ccccc1)NCc1n[nH]c(=S)n1-c1ccccc1 ?
DAX1 inh-1: -1.3; ssDAF-12 act: -1.1; FXN GAA850 act: 0.7; DAX1 inh-2: 0.1; hcDAF12 agonist: 0.2; PLCg1 inh: -3; PLCb3 inh: -2; ADAM17 inh: -1; hgDAF-12 ag: 1.3; HGIII-sPLA2 inh: 3; ADAM10 inh: 6

Results for CC(C)CCC(C(=O)O)C(C)CC(=O)NC1CCCCC1 (configuration not stated) ?
DAX1 inh-1: -1.0; ssDAF-12 act: -1.6; FXN GAA850 act: -3.8; DAX1 inh-2: 0.5; hcDAF12 agonist: -0.1; PLCg1 inh: -3; PLCb3 inh: -4; ADAM17 inh: -7; hgDAF-12 ag: 3.5; HGIII-sPLA2 inh: 4; ADAM10 inh: -3

Results for O=C(C=P(c1ccccc1)(c1ccccc1)c1ccccc1)c1ccccc1-c1ccccc1C(=O)C=P(c1ccccc1)(c1ccccc1)c1ccccc1 ?
DAX1 inh-1: -5.4; ssDAF-12 act: -2.3; FXN GAA850 act: -14; DAX1 inh-2: -5.2; hcDAF12 agonist: -3.6; PLCg1 inh: 3; PLCb3 inh: 0; ADAM17 inh: 4; hgDAF-12 ag: -13; HGIII-sPLA2 inh: -8; ADAM10 inh: -1

Results for Cc1csc(NC(=O)CSc2nc3[nH]c(=O)cc(O)c3s2)n1 ?
DAX1 inh-1: 0.1; ssDAF-12 act: -1.5; FXN GAA850 act: 4.3; DAX1 inh-2: -3.9; hcDAF12 agonist: -0.9; PLCg1 inh: -43; PLCb3 inh: -56; ADAM17 inh: -48; hgDAF-12 ag: 0.6; HGIII-sPLA2 inh: 5; ADAM10 inh: -180

How did COC(=O)c1cc2c(c3c4cc(OC)ccc4n(S(=O)(=O)c4ccc(F)cc4)c13)C(=O)N(C)C2 do in these assays?
ssDAF-12 act: -1.2; DAX1 inh-2: -0.4; hcDAF12 agonist: 2.6; PLCg1 inh: -33; PLCb3 inh: -44; ADAM17 inh: -2; hgDAF-12 ag: -0.9; HGIII-sPLA2 inh: 4; ADAM10 inh: -12

What do the screens show for `COC(=O)c1cnn(-c2ccc(C)c(C)c2)c1-n1cccc1`?
DAX1 inh-1: -0.6; ssDAF-12 act: -1.7; FXN GAA850 act: 0.9; DAX1 inh-2: -0.3; hcDAF12 agonist: -1.7; PLCg1 inh: -3; PLCb3 inh: -4; ADAM17 inh: -4; hgDAF-12 ag: 3.6; HGIII-sPLA2 inh: -3; ADAM10 inh: -4

Results for NC(=O)c1cc2cc(Cc3ccccc3Cl)ccc2oc1=O ?
DAX1 inh-1: -1.3; ssDAF-12 act: -1.8; FXN GAA850 act: 2.4; DAX1 inh-2: -0.6; hcDAF12 agonist: -0.9; PLCg1 inh: -24; PLCb3 inh: -33; ADAM17 inh: -50; hgDAF-12 ag: -0.2; HGIII-sPLA2 inh: -1; ADAM10 inh: -131
